Source: PubChem BioAssay (several laboratories)
OPRM1-OPRD1 inv = inverse agonists of MOR-DOR heterodimerization, primary screen, cell-based, luminescence. Mu-type opioid receptor (Homo sapiens) + Delta-type opioid receptor (Homo sapiens), …. 340,000 tested, 0.21% active. inhibition, % at 9.3 µM. cell-based MOR-DOR heterodimer luminescence, inverse agonism; in the data active means inhibition above about 22%, passing the limit was not always enough;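 further: 0% = cells with DMSO and 100% = wells without cells with DMSO; values of inactives mirror those of a sister screen read the other way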
Target sequence (P35372 whole entry, looked up): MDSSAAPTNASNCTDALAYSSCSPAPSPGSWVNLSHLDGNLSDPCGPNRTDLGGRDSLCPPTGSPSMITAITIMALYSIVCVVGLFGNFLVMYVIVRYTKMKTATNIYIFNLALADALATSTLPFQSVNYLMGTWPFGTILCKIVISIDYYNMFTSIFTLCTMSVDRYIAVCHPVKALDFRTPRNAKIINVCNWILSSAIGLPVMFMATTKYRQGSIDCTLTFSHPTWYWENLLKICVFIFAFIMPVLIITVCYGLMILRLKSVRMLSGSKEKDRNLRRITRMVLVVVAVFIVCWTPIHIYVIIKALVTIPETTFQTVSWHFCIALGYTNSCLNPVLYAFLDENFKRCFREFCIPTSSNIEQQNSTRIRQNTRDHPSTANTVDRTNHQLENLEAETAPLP
Target sequence (P41143 whole entry, looked up): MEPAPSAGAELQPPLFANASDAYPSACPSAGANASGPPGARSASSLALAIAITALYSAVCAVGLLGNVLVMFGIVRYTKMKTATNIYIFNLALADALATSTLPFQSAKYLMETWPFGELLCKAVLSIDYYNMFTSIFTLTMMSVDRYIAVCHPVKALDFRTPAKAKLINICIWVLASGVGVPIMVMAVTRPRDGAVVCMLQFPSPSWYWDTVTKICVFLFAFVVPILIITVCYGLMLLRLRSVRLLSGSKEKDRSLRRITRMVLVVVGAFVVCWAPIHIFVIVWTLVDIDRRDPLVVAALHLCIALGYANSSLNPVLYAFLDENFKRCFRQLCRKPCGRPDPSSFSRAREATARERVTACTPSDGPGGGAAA
DSG3 Ab inh = inhibitors of pemphigus antibody binding to DSG3, primary screen, biochemical, bead-based, flow cytometry, scFv-GFP; AID 588358, 2011; 310,000 tested, 0.48% active; binding (percent of control), % at 10 µM; DSG3-coupled beads, scFv-anti-DSG3-GFP binding; stronger effect = lower value; Desmoglein-3 (Homo sapiens), P32926;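 active means binding more than 3 SD below its plate's average and above zero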;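 further: hits lower antibody fragment binding to DSG3; some compounds called inactive have numbers as strong as hits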
SUMO Mot1 rescue = yeast Mot1-301 growth rescue at high temperature, primary screen, SUMOylation pathway inhibitor project, S. cerevisiae, ATP luminescence, 38.5C; 320,000 tested, 1% active; growth rescue, % at 18.8 µM; AID 2716, 2010; S. cerevisiae Mot1-301 growth rescue; percent above DMSO median, 100 means doubled;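 active means every valid replicate shows activation above 250% relative to neutral control wells; inactive means the rest, any valid replicate at or below 250%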;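 further: OY570 slx delta 5 strain wells were the positive control but not used for scaling; some compounds called inactive have numbers as strong as hits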
AddAB inh = growth inhibition of E. coli expressing H. pylori AddAB, primary screen, AddAB inhibitor project, absorbance. inhibition, % at 11.9 µM. 330,000 tested, 0.29% active; in the data active means inhibition above about 12%;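 further: 0% = vehicle wells of infected cells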
HTR5A ag = HTR5A agonists in luminescence cell assay, primary screen, counter-screen for OPRM1-OPRD1 heterodimer agonist project, full-deck HTS | 5-hydroxytryptamine receptor 5A (Homo sapiens), P47898 | activation, % at 9.3 µM | 340,000 tested, 0.61% active | cell-based; in the data active means activation mostly above about 9.5%, no sharp cut-off; inactive means mostly below about 7.6%;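 further: 0% = cells with vehicle only and 100% = reference agonist; strong numbers were not always called active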
OPRM1-OPRD1 ag = agonists of OPRM1-OPRD1 heterodimerization, primary screen, cell-based, luminescence. Mu-type opioid receptor (Homo sapiens) + Delta-type opioid receptor (Homo sapiens), …. cells. activation, % at 9.3 µM. 340,000 tested, 0.3% active; in the data active means activation above about 18%;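 further: 0% = vehicle-treated cells and 100% = reference agonist; values of inactives mirror those of a sister screen read the other way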
PfHsp90 yeast 2 = growth inhibition of PfHsp90-expressing yeast, primary screen, antimalarial PfHsp90 inhibitor project, S. cerevisiae, BacTiter-Glo luminescence, single point, set 2; inhibition, % at 9.4 µM; 310,000 tested, 0.32% active; BacTiter-Glo ATP, 48 h; yeast lacking PDR1 and PDR3 efflux regulators;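 active means every replicate shows inhibition above about 80%, whatever the replicate mean, limit read from the data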;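 further: 0% = DMSO neutral controls and 100% = 20 µM radicicol positive controls; yeast relying on Plasmodium falciparum Hsp90 in place of its own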
Ecoli viability = E. coli V3065 growth inhibition, primary screen, counter-screen for AddAB inhibitor project, absorbance, OD600 | AID 449728, 2010 | 330,000 tested, 0.27% active | inhibition, % at 11.9 µM | 18 h;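 active means inhibition above the campaign's mean inhibition across all tested compounds plus 3 SD, cut at about 9.9% in these data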;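 further: uninfected addAB+ strain grown without phage in ampicillin broth; 0% = DMSO wells and 100% = ciprofloxacin 0.95 µg/ml wells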
phage Ecoli inh = growth loss of phage-infected E. coli, primary screen, RecBCD inhibitor project, absorbance, with phage, HTS. inhibition, % at 11.9 µM. AID 651602, 2012. 360,000 tested, 0.26% active; in the data active means inhibition above about 11%
HTR5A inv ctr = HTR5A inverse agonists in luminescence cell assay, primary screen, counter-screen for OPRM1-OPRD1 heterodimer inverse agonist project, full-deck HTS. HTR5A cell line, inverse agonism. 5-hydroxytryptamine receptor 5A (Homo sapiens), P47898. inhibition, % at 9.3 µM. 340,000 tested, 0.083% active; in the data active means inhibition mostly above about 23%, no sharp cut-off; inactive means mostly below about 18%;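 further: 0% = cells with DMSO and 100% = no-cell wells with DMSO; some compounds called inactive have numbers as strong as hits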
PKA-R1A act = activators of PKA-R1A holoenzyme, primary screen, biochemical, fluorescence polarization, Cy5-IP20, bovine R1A, mouse PKAc; PKA-R1A dissociation; scaled: DMSO 0%, 113 µM cGMP 100%; cAMP-dependent protein kinase type I-alpha regulatory subunit (Bos taurus) + …; activation, % at 11.4 µM; 340,000 tested, 0.083% active; AID 504707, 2011;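 active means percent activation above the mean of all tested compounds plus 3 SD, cut at about 19% in these data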;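 further: higher means more PKAc released from R1A so a rise in polarization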
* hit, by the source's call; / = no result given.

Short forms – A = OPRM1-OPRD1 inv; B = DSG3 Ab inh; C = SUMO Mot1 rescue; D = AddAB inh; E = HTR5A ag; F = OPRM1-OPRD1 ag; G = PfHsp90 yeast 2; H = Ecoli viability; I = phage Ecoli inh; J = HTR5A inv ctr; K = PKA-R1A act
Clc1cccc(Cl)c1Cn1cc(Br)cn1
  A: 7	B: 101	C: 1	D: -1.5	E: -1	F: -1.3	G: -31	H: -0.9	I: 3.5	J: -20	K: 4

O=C(COC(=O)C1CCN(S(=O)(=O)c2cccs2)CC1)c1ccc2c(c1)OCCO2
  A: -10	B: 107	C: -16	D: -0.3	E: -1	F: 1.8	G: 38	H: -0.6	I: 1.8	J: -42	K: -3

O=C(NCCc1cccc(Cl)c1)c1ccc2c(c1)OCO2
  A: 2	B: 124	C: 4	D: 2.7	E: 0	F: -0.5	G: 23	H: 1.9	I: 1.9	J: 0	K: -12

O=C(NC1CC1)C1=C[C@@H](c2ccc(C(F)(F)F)cc2)C[C@@H](OCCCCO)O1
  A: 13	B: 96	C: 3	D: -1.1	E: 1	F: -2.3	G: -53	H: -0.2	I: 2.0	J: -4	K: -2

CC(Oc1ccccc1F)C(=O)NC1CCS(=O)(=O)C1 (stereo unspecified)
  A: 14	B: /	C: 5	D: -2.0	E: 3	F: -2.6	G: -5	H: -0.8	I: 3.6	J: -11	K: -3

CCCC(=O)NNC(=O)c1c(O)c2ccccc2[nH]c1=O
  A: -3	B: 101	C: 2	D: -1.1	E: -1	F: 0.6	G: 3	H: -0.4	I: 3.4	J: 4	K: 3

CCCC(=O)C1=C(O)C(C(=O)OC)C(C)(C)CC1=NCCCCCC(=O)O (stereo unspecified)
  A: 14	B: 98	C: 123	D: 1.6	E: -2	F: -2.6	G: 7	H: 0.7	I: 0.8	J: -3	K: -4

COc1ccc(S(=O)(=O)N(CC(=O)NC2CC2)Cc2ccccc2)cc1
  A: 9	B: 111	C: 98	D: 1.1	E: 2	F: -1.8	G: 1	H: 1.3	I: 0.8	J: -6	K: 15

S=c1[nH]nc(COc2ccccc2)n1/N=C/c1ccc(Br)s1
  A: -30	B: 98	C: /	D: 0.8	E: -1	F: 6.8	G: -20	H: 1.4	I: 2.2	J: 2	K: -4

O=C(NCCN1CCCCCC1)C1CCC(CNS(=O)(=O)c2cccc3cccnc23)CC1 (stereo unspecified)
  A: 16	B: 107	C: -9	D: 2.8	E: -1	F: -3.1	G: -20	H: 1.3	I: -0.5	J: 2	K: 10

COc1ccc(CCNc2nc(-c3cccnc3)cs2)cc1OC
  A: 15	B: 96	C: -16	D: 1.5	E: 6	F: -2.5	G: -13	H: 1.5	I: 1.0	J: -1	K: -5

COc1ccccc1NC(=O)NNC(=O)COc1ccc2ccccc2c1
  A: 15	B: 103	C: 1	D: 0.9	E: 0	F: -2.8	G: 0	H: -0.8	I: 0.6	J: 10	K: -6

COc1ccc(NC(=O)CN2C(=O)CSC(C)C2=O)cc1 (stereo unspecified)
  A: 2	B: 96	C: -16	D: 3.5	E: 0	F: -0.5	G: -11	H: 0.5	I: 0.8	J: -1	K: -11

CCN(CC)c1ccc(/C=N/Nc2nc(C)cc(C)n2)cc1
  A: /	B: 103	C: 18	D: 0.8	E: /	F: /	G: /	H: 2.7	I: 2.4	J: /	K: /

COC(=O)CCC(=O)N1CCCC(CO)(Cc2ccccc2)C1 (stereo unspecified)
  A: 4	B: 82	C: -11	D: 0.7	E: 2	F: -0.7	G: /	H: -0.9	I: 4.6	J: -18	K: -2

Compound profiles, from the list above. Screens in order: OPRM1-OPRD1 inv | DSG3 Ab inh | SUMO Mot1 rescue | AddAB inh | HTR5A ag | OPRM1-OPRD1 ag | PfHsp90 yeast 2 | Ecoli viability | phage Ecoli inh | HTR5A inv ctr | PKA-R1A act
`CCCC(=O)C1=C(O)C(C(=O)OC)C(C)(C)CC1=NCCCCCC(=O)O` (stereo unspecified) is listed as 14 | 98 | 123 | 1.6 | -2 | -2.6 | 7 | 0.7 | 0.8 | -3 | -4
`CCCC(=O)NNC(=O)c1c(O)c2ccccc2[nH]c1=O` is listed as -3 | 101 | 2 | -1.1 | -1 | 0.6 | 3 | -0.4 | 3.4 | 4 | 3
`COc1ccccc1NC(=O)NNC(=O)COc1ccc2ccccc2c1` is listed as 15 | 103 | 1 | 0.9 | 0 | -2.8 | 0 | -0.8 | 0.6 | 10 | -6
`CCN(CC)c1ccc(/C=N/Nc2nc(C)cc(C)n2)cc1` is listed as / | 103 | 18 | 0.8 | / | / | / | 2.7 | 2.4 | / | /
`O=C(NCCc1cccc(Cl)c1)c1ccc2c(c1)OCO2` is listed as 2 | 124 | 4 | 2.7 | 0 | -0.5 | 23 | 1.9 | 1.9 | 0 | -12

Later entries
Short forms – A = OPRM1-OPRD1 inv; B = DSG3 Ab inh; C = SUMO Mot1 rescue; D = AddAB inh; E = HTR5A ag; F = OPRM1-OPRD1 ag; G = PfHsp90 yeast 2; H = Ecoli viability; I = phage Ecoli inh; J = HTR5A inv ctr; K = PKA-R1A act
Cc1ccc(OCCSc2cc(C)nc(N)n2)cc1
  A: 1	B: 105	C: /	D: 4.7	E: -3	F: -0.1	G: 15	H: 4.5	I: -1.3	J: -18	K: -4

CC(C)NC(=O)COc1ccc(Cl)cc1Cl
  A: -1	B: 99	C: -12	D: -2.0	E: 2	F: 0.2	G: 16	H: -3.4	I: 0.0	J: 1	K: 0

O=C(NCc1ccccc1)C(c1ccc(F)cc1)N(Cc1ccco1)C(=O)c1ccccn1 (stereo unspecified)
  A: -2	B: /	C: 0	D: -0.9	E: 6	F: 0.4	G: 58	H: -0.3	I: -1.7	J: 12	K: -4

N#Cc1ccc(C(=O)CSc2n[nH]c(=O)n2Cc2ccco2)cc1
  A: 11	B: /	C: -4	D: -0.2	E: 5	F: -2.3	G: 29	H: -2.5	I: 4.2	J: -12	K: -10

COc1ccc(C(C(=O)NC2CCCCC2)N(Cc2cccs2)C(=O)Cc2c[nH]c3ccccc23)cc1 (stereo unspecified)
  A: -20	B: 30*	C: /	D: 3.2	E: 3	F: 3.9	G: -25	H: 0.6	I: 3.9	J: -15	K: 1

O=C(NCc1ccccc1)C1=C[C@H](c2coc3ccccc3c2=O)C[C@H](OCc2ccc(CO)cc2)O1
  A: 16	B: 99	C: -1	D: 2.3	E: -3	F: -3.0	G: -22	H: -2.0	I: 1.6	J: 8	K: -23

COc1ccc2c(c1O)-c1ccccc1CCN(C)C2
  A: 11	B: 105	C: -4	D: 0.8	E: -2	F: -2.2	G: -31	H: -3.9	I: 4.2	J: 4	K: -1

O=C(NCC1CCCO1)c1ccc(Cl)c(S(=O)(=O)N2CCCCC2)c1 (stereo unspecified)
  A: 22	B: 101	C: -9	D: 0.8	E: 4	F: -4.3	G: 0	H: 2.6	I: 0.2	J: -9	K: 16

CN(CCC#N)C(=O)Cn1nc(Cc2ccncc2)c2ccccc2c1=O
  A: 4	B: 95	C: 0	D: 3.9	E: 2	F: -0.6	G: -4	H: 3.4	I: 1.7	J: -7	K: -3

CCOc1cc(C(=S)N2CCOCC2)ccc1O
  A: 14	B: 103	C: -12	D: -1.9	E: -5	F: -2.5	G: 5	H: 0.2	I: 2.2	J: 15	K: 1

CC(=O)Nc1ccc(C(=O)OCC(=O)c2ccc(C)c([N+](=O)[O-])c2)cc1
  A: 19	B: /	C: -14	D: 4.8	E: 1	F: -4.5	G: -11	H: 0.2	I: 2.2	J: -2	K: -2

O=C1c2ccccc2[C@@H]2C[C@H](NC34CC5CC(CC(C5)C3)C4)[C@@H](O)CCN12
  A: 17	B: 96	C: /	D: 0.7	E: 0	F: -3.5	G: 1	H: 0.9	I: 0.6	J: 1	K: 3

COc1cccc(CN2CCC(C(=O)N3CCN(Cc4ccc5c(c4)OCO5)CC3)CC2)c1
  A: 6	B: /	C: 182	D: -0.4	E: 0	F: -1.1	G: -6	H: 0.3	I: 0.3	J: -13	K: 2

CC(=O)OCc1c(COC(C)=O)[n+](=O)c2ccccc2n1[O-]
  A: 9	B: /	C: 57	D: 9.0	E: 4	F: -1.5	G: -99	H: 5.9	I: 10	J: 8	K: 1

CCOC(=O)N1CCN(C(=O)C2CCN(S(=O)(=O)c3ccc(F)cc3)CC2)CC1
  A: 5	B: 99	C: 0	D: -0.3	E: 1	F: -0.9	G: -9	H: -1.7	I: 2.1	J: -3	K: -8

O=C(CNS(=O)(=O)c1ccccc1)OCC(=O)c1c[nH]c2ccccc12
  A: 2	B: /	C: 6	D: -1.8	E: 7	F: -0.4	G: 7	H: -2.3	I: 4.8	J: -18	K: -8

CCOC(=O)Cc1csc(NC(=O)c2cc(OC)cc(OC)c2)n1
  A: 10	B: 113	C: -2	D: 0.9	E: -1	F: -1.8	G: 16	H: 0.6	I: -0.2	J: -25	K: -2

COC(=O)Nc1sc2c(c1C(=O)NCc1ccco1)CCC2
  A: 3	B: 97	C: -7	D: 0.8	E: 0	F: -0.6	G: /	H: 0.0	I: 1.6	J: -3	K: -6

CC(OC(=O)c1ccc2noc(-c3ccccc3)c2c1)C(N)=O (stereo unspecified)
  A: -23	B: /	C: -38	D: 4.6	E: 1	F: 3.3	G: -11	H: -1.4	I: 0.5	J: 10	K: 1

O=C(CCCCCN1C(=O)c2cccc3cccc(c23)C1=O)NCCCO
  A: 12	B: 98	C: 166	D: 5.3	E: -9	F: -2.5	G: -9	H: -1.0	I: 3.9	J: 32*	K: -12

O=C(NC1CCCCC1)C(c1ccc2ncccc2c1)N(Cc1cccs1)C(=O)c1cccs1 (stereo unspecified)
  A: -10	B: 104	C: 214	D: 5.0	E: 0	F: 1.6	G: -11	H: 0.8	I: 0.1	J: 1	K: 1

COc1ccc(/C=C(\NC(=O)c2ccccc2)C(=O)NCc2cccnc2)cc1
  A: 6	B: /	C: 270*	D: 0.0	E: -5	F: -0.8	G: 8	H: -2.7	I: 2.2	J: 12	K: 9

O=C(CSc1nncn1-c1ccccc1)Nc1ccc(N2CCOCC2)cc1
  A: -8	B: 116	C: 219	D: 1.7	E: -1	F: 2.0	G: -41	H: -3.1	I: -1.1	J: 2	K: 8

Cc1ccc(COCCN2CCN(S(=O)(=O)c3ccc(C)cc3)CCC2=O)cc1
  A: 10	B: 103	C: 0	D: 1.5	E: 7	F: -1.7	G: 6	H: -0.2	I: 2.0	J: -19	K: -11

CN(C)CCCNC(=O)C1(O)c2cc(Br)ccc2NC(=O)N1c1c(F)cccc1F (stereo unspecified)
  A: 9	B: 92	C: -6	D: -0.9	E: -1	F: -1.6	G: 2	H: -0.9	I: 1.8	J: 5	K: -3
